# Screening data from PubChem BioAssay.
# EPAC1 antagonist: qHTS for Antagonist of cAMP-regulated guanine nucleotide exchange factor 3 (EPAC1): primary screen; Rap guanine nucleotide exchange factor 3 (Homo sapiens), O95398; EPAC1 GEF assay, Rap1b-BODIPY-GDP exchange fluorescence; Potency, µM (highest dose often 115 µM), for inactives: at the top dose activity change, negative = inhibition, hits mostly inhibitors; hit rate 0.14% among 360,000; AID 720709, 2013;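 note: potency is the fitted concentration of half-maximal effect; plate controls were vehicle for no effect and positive control for full effect; nearly all actives have a fitted effect of over 50% in size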
# IL-2 act: qHTS of IL-2 Activators; IL-2 activation reporter assay, cell-based qHTS; stimulated with anti-CD3/CD4/CD28 beads; in transgenic mouse T cells; activation, % (series mostly up to about 46 µM); hit rate 0.065% among 360,000; AID 652025, 2013; in the data active = activation above about 50%; inconclusive = mostly about 30% to 49%; note: 0% is about no effect
#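 Unstimulated transgenic mouse T cells; 60-min compound exposure; bead-based TCR/CD4/CD28 stimulation; 18 h culture, 37 degrees C; dual fluorescence (EGFP, DsRed) plate cytometry.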
# EPAC2 agonist: qHTS for Agonist of cAMP-regulated guanine nucleotide exchange factor 4 (EPAC2): primary screen; Rap guanine nucleotide exchange factor 4 (Homo sapiens), Q8WZA2; hit rate 0.079% among 360,000; Potency, µM (doses to about 154 µM), for the others: at the highest dose activation, most hits filed as activators; EPAC2 activation, biochemical qHTS; response scale: 100% = 6.5 mM cAMP response; note: potency is the fitted concentration of half-maximal effect; nearly all actives have a fitted effect of over 50% in size
#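 Nucleotide exchange monitored as fluorescence drop when BODIPY-GDP leaves Rap1B. Reaction: 100 nM EPAC2, 250 nM RAP1B-BODIPY-GDP, 50 uM GDP, room temperature, kinetic read over 30 min. Activity expressed relative to 6.5 mM cAMP.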
# PLK1 PBD block: qHTS for Inhibitors of PLK1-PDB (polo-like kinase 1 - polo-box domain): Primary Screen | Serine/threonine-protein kinase PLK1 (Homo sapiens), P53350 | Plk1 PBD binding of FITC phosphopeptide, fluorescence polarization | Potency, µM, inactives show max response, negative = inhibition, usual class: inhibitors | hit rate 2.8% among 360,000 | AID 720504, 2013; note: potency is the fitted concentration of half-maximal effect; series mostly up to about 57 µM; % is set by controls: 0 for no effect and ±100 for the full control effect; nearly all actives have a fitted effect of over 65% in size
# Target sequence (P53350 whole entry, looked up, the tested form may be a part): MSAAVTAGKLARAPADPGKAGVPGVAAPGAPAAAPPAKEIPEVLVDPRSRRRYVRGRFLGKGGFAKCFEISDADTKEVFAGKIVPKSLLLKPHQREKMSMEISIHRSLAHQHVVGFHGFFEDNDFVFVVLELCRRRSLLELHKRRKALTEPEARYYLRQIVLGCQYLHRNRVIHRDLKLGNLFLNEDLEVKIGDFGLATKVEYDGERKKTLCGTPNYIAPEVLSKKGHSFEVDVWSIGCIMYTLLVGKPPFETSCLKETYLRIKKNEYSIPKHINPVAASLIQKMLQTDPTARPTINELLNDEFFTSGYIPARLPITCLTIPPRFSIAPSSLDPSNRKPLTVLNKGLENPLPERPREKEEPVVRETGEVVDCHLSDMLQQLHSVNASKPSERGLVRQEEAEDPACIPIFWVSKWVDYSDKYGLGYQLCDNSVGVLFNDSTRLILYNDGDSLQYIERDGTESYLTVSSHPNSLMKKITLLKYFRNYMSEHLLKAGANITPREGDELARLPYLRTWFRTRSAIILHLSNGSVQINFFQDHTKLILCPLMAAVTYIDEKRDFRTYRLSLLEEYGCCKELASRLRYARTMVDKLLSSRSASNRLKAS
# CCT chaperon mod: High-Throughput Screening for Modulators of Cytosolic Chaperonin Activity; hit rate 0.3% among 360,000; purified chaperonin ATPase assay, HTRF ADP detection, 30 min; activity change, % (no concentration beside the values), hits read low; in the data active = activity change below about -30%; note: % is set by controls: 0 for no effect and ±100 for the full control effect
#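 TRiC (40 or 20 nM final, by batch activity) in 30 mM Tris pH 7.4, 100 mM KCl, 5 mM MgCl2, 1 mM DTT was treated with compound at 76 uM single dose, then 10 uM ATP, 30 min at 37 °C. ADP was read by HTRF Transcreener.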
# PI5P4K alpha inh: qHTS for Inhibitors of phosphatidylinositol 5-phosphate 4-kinase (PI5P4K). PI5P4Kalpha enzyme, ADP-Glo luminescence, 60 min; stronger effect = lower value. max response, %. hit rate 1.2% among 330,000. AID 652105, 2013; active = max response of -50% or lower; inconclusive = between -30% and -50%; inactive = -30% or higher; note: value at the top dose of about 77 µM; % is set by controls: 0 for no effect and ±100 for the full control effect
# Target sequence (P48426 whole entry, looked up): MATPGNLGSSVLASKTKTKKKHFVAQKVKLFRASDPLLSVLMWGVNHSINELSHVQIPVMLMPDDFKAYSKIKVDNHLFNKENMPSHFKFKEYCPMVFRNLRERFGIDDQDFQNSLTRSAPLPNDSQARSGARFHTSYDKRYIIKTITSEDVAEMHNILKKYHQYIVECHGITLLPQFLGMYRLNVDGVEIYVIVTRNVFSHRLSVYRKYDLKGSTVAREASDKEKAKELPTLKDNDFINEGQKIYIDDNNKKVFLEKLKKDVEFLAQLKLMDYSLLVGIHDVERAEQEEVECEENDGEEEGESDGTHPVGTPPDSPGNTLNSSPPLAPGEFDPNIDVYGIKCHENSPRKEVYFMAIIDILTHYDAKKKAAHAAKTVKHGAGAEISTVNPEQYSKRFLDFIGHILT
#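 Reactions run in 0.038 M HEPES pH 7.4, 0.28 mM EGTA, 0.1% CHAPS and 5% DMSO, with PI5P4Kalpha, substrate, compound and 5 microM ATP final, one hour at room temperature. Readout is ADP-Glo luminescence.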
# WRN inhibitor: qHTS for Inhibitors of WRN Helicase. WRN helicase unwinding, fluorescent forked duplex, kinetic. Potency, µM (top dose mostly 114 µM), inactives show at the top dose activity change, negative = inhibition, actives largely listed as inhibitors. hit rate 0.46% among 360,000. AID 651768, 2012; note: potency is the fitted concentration of half-maximal effect; % is set by controls: 0 for no effect and ±100 for the full control effect; nearly all actives have a fitted effect of over 55% in size
#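 WRN at 20 nM final was preincubated with compound for 15 min at room temperature; reaction started with 100 nM forked duplex oligonucleotide carrying fluorophore and quencher plus 2 mM ATP (final). Unwinding followed kinetically by red fluorescence (ex 525/em 598 nm).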
# EPAC1 ag: qHTS for Agonist of cAMP-regulated guanine nucleotide exchange factor 3 (EPAC1): primary screen; hit rate 0.073% among 360,000; EPAC1 agonist qHTS, biochemical assay; response scale: 100% = response to 6.5 mM cAMP; AID 720707, 2013; Potency, µM (titrated, usually from 154 µM), inactives show top-dose activation, usual class: activators; note: potency is the fitted concentration of half-maximal effect; nearly all actives have a fitted effect of over 60% in size
#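 Normalized to 6.5 mM cAMP, activity reflects EPAC1-catalysed release of BODIPY-GDP from Rap1B, followed kinetically over 30 min at 480 nm excitation, 540 nm emission. Reaction contained 100 nM EPAC1, 250 nM Rap1B-BODIPY-GDP, 50 uM GDP.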
# An asterisk follows results filed as active; ? = inconclusive; nt = no result given; & = joins results of further samples; [ ] = another dose, or the depositor's remark. Unless noted, calls come from the whole dose curve; as a rule, active = well fitted curve in the direction sought with a large enough effect; inconclusive = small, poorly fitted or top-dose-only effect, or another doubt; inactive = no such curve, though single readings can be large; an effect the other way counts as inactive or inconclusive. The list is partial (hit frequency here may not be typical).
# Values run as follows: EPAC1 antagonist	IL-2 act	EPAC2 agonist	PLK1 PBD block	CCT chaperon mod	PI5P4K alpha inh	WRN inhibitor	EPAC1 ag
O=C(NC1CCCC1)C1c2ccccc2OCC(=O)N1CC(F)(F)F (stereo unspecified)
 : -21%	0.0	-12%	-4%	1.5	2	5%	3%
COC(=O)c1cc(=O)nc(NN=Cc2ccc(C)cc2)s1
 : -7%	-0.5	1%	-12%	-0.6	-9	3%[57.1 µM]	-1%
CCOC(=O)Cc1csc(NC(=O)c2cc(OC)cc(OC)c2)n1
 : 12%	-4.0	-6%	-6%	0.6	-8	5%[57.1 µM]	-2%
Cc1ccc(S(=O)(=O)N2CCN(C(=O)CSc3nnc(-c4ccco4)o3)CC2)cc1
 : 9%	-1.2	2%	-6%	-1.0	nt	2%	5%
COc1c(C)cccc1C(=O)Nc1ccc(N2CCOCC2)c(Cl)c1
 : -25%	-1.1	15%	-5%	-2.0	4	-5%	20%
CC(C)c1c(O)nc(SCCN(C)C)[nH]c1=O
 : -7%	0.8	9%	-6%	-1.9	nt	1%	0%
CSCCC(N=C(NS(=O)(=O)c1ccccc1)c1ccccc1)C(=O)O (stereo unspecified)
 : 2%	0.2	-4%	1%	-0.1	2	-1%	4%
COC(=O)c1cc(=O)n(Cc2ccco2)c(=Nc2ccc(F)c(Cl)c2)s1
 : -2%	-3.2	7%	-14%	-0.5	-10	-11%	-2%
COc1ccc(NC(=O)CN2CCN(CC(=O)Nc3ccc4c(c3)OCO4)CC2)cc1
 : 15%	0.8	3%	0%	2.3	-6	4%	3%
Cc1ccc(C(=O)Cn2cncn2)cc1
 : 2%	3.8	2%	5%	0.9	7	-12%	4%
Cc1ccc(C)c(OCC(=O)OCc2csc(CC(=O)Nc3ccccc3C)n2)c1
 : -16%	0.1	10%	-1%	0.7	-5	3%	-6%
Fc1ccc(Nc2nc(N3CCOCC3)c3ccccc3n2)cc1
 : 8%	0.1	?	-5%	-1.4	0	-8%	-19%
CC(=O)Nc1nc(C)c(-c2csc(Nc3ccccn3)n2)s1
 : -22%&-12%	-3.2&-0.7	1%&-5%	-2%	-1.5&0.8	-5&-14	-4%	-1%&2%
O=C(CN(C(=O)c1csnn1)c1ccc(F)c(Cl)c1)NC1CCCC1
 : 4%	0.8	3%	4%	1.6	1	6%[57.1 µM]	-6%
CCOC(=O)c1c(-c2ccc(OC)cc2)csc1/N=C/C1C(=O)CCCC1=O
 : -11%	1.8	21%	0%	0.9	-6	-6%	1%
CCOC(=O)c1cccc(NC(=O)CSc2nnc(C3CCCCC3)n2CC)c1
 : -19%	-1.6	-8%	-11%	-0.3	7	-3%	2%
CCN(CC(=O)Nc1c(F)cccc1F)C(=O)CNC(=O)c1ccc2ccccc2c1
 : 8%	2.0	1%	1%	0.4	2	9%	-9%
COc1ccc(N(C(=O)CNC(=O)c2ccco2)C(C(=O)NC2CCCC2)c2ccncc2)cc1 (stereo unspecified)
 : -27%	-0.6	0%	-4%	-0.3	-1	5%	6%
COc1cccc(NC(=O)CSc2nc3ccccc3c(=O)n2Cc2cccs2)c1
 : 8%	-1.6	2%	-2%	1.1	-5	3%	10%
CCOC(=O)c1c(NC(=O)C(Sc2ccccc2)c2ccccc2)sc(C(N)=O)c1C (stereo unspecified)
 : 10%	-2.7	-3%	?	0.9	-5	-3%	-8%
COc1ccc(C(=O)NCC(c2cccs2)N2CCc3ccccc32)cc1OC (stereo unspecified)
 : -12%	-0.4	19%	2%	0.0	2	-11%	14%
S=C(NC1CCCCC1)N1CCN(Cc2ccccc2)CC1
 : -2%	-1.5	-3%	-2%	1.4	6	-16%[57.1 µM]	1%
COc1ccc(C)cc1N1CC(C(=O)OCc2nc(N)nc(Nc3ccccc3C)n2)CC1=O (stereo unspecified)
 : -17%	-4.0	5%	-3%	-1.7	-11	-2%	-1%
COc1cc(C)c(CN2CCN(c3ncccn3)CC2)cc1C
 : 10%	0.7	5%	5%	-0.2	2	-22%	0%
CCc1nc2c(OCCOc3ccc(F)cc3)cccn2c1N(C)C(=O)c1ccccc1F
 : -21%	-0.7	6%	-4%	2.8	-7	-11%	-8%
Cc1cc(NC(=S)NC(=O)C2CC2)ccc1Br
 : 9%	-1.0	22%	-15%	-2.9	17	-13%	-20%
COc1ccc(N=C2NN=C(c3ccc4c(c3)OCCO4)CS2)cc1
 : -1%	2.8	4%	27µM*	0.7	-21	-3%	6%
Cc1nn2c(C)c(C(=O)Nc3ccccc3)cnc2c1C#N
 : -8%	-0.6	8%	2%	-4.6	nt	-16%	8%
COc1ccccc1C1N(c2cc(Cl)ccc2OC)C(=O)C2CCCN21 (stereo unspecified)
 : -14%	0.3	3%	-8%	1.2	4	5%	4%
CCCCOc1ccc(CSc2nc(C)[nH]c2[N+](=O)[O-])cc1[N+](=O)[O-]
 : -1%	0.5	7%	-6%	0.6	0	-6%	-5%
CSc1nsc(/C=C/Nc2ccc(O)cc2C)c1C#N
 : -1%	0.2	7%	13%	-3.6	-18	?	-6%
C=CCC1(CC=C)CCCN1C(=O)c1cc(COc2ccc(C)nc2)on1
 : -8%	-0.8	4%	1%	-0.4	4	-11%	0%
O=C(CCNC(=O)c1ccc(Cl)cc1)Nc1ccncc1
 : 20%	-3.5	9%	-2%	-3.3	-1	-3%	-8%
COc1cccc(-c2cc3nc(-c4ccccc4)cc(N4CCCC(O)C4)n3n2)c1 (stereo unspecified)
 : -11%	0.8	24%	-10%	-1.2	20	-5%	17%
O=C1COc2ccc(C(=O)CSc3ccccc3C(=O)O)cc2N1
 : -14%	-3.6	12%	-3%	-1.7	-24	-13%	2%
CCN(CC)CCNC(=O)c1ccc(NC(=O)c2ccc(F)cc2)cc1
 : 4%	0.6	8%	-6%	1.1	-4	-6%	-3%
COc1ccc(C(=O)NCCCNc2nc3cc(C)cc(C)c3cc2C#N)cc1
 : -27%	-3.8	12%	-12%	-20	-2	5%	-5%
COc1cccc2c1cc1c(=O)n(CC(=O)N3CCN(c4cccc(C)c4C)CC3)nc(C)n12
 : -19%	-1.9	-1%	?	2.0	-4	8%	-23%
CCOC(=O)Cn1nnnc1CN(Cc1ccc(OC)cc1)Cc1cc2cc(C)ccc2[nH]c1=O
 : 17%	-0.6	4%	0%	-3.3	nt	-8%	2%
NC(=O)c1ccccc1N/C=C/C(=O)c1ccco1
 : 6%	0.0	3%	-6%	-60*	1	-11%	-4%

# 3 entries from above, arranged by SMILES length, descending:
# Values run as follows: EPAC1 antagonist	IL-2 act	EPAC2 agonist	PLK1 PBD block	CCT chaperon mod	PI5P4K alpha inh	WRN inhibitor	EPAC1 ag
CCOC(=O)Cn1nnnc1CN(Cc1ccc(OC)cc1)Cc1cc2cc(C)ccc2[nH]c1=O
 : 17%	-0.6	4%	0%	-3.3	nt	-8%	2%
CCN(CC)CCNC(=O)c1ccc(NC(=O)c2ccc(F)cc2)cc1
 : 4%	0.6	8%	-6%	1.1	-4	-6%	-3%
NC(=O)c1ccccc1N/C=C/C(=O)c1ccco1
 : 6%	0.0	3%	-6%	-60*	1	-11%	-4%

# Compound profiles, from the list above.
# Listed for CCOC(=O)Cn1nnnc1CN(Cc1ccc(OC)cc1)Cc1cc2cc(C)ccc2[nH]c1=O = EPAC1 antagonist = 17%; IL-2 act = -0.6; EPAC2 agonist = 4%; PLK1 PBD block = 0%; CCT chaperon mod = -3.3; PI5P4K alpha inh = nt; WRN inhibitor = -8%; EPAC1 ag = 2%
# Listed for CSc1nsc(/C=C/Nc2ccc(O)cc2C)c1C#N = EPAC1 antagonist = -1%; IL-2 act = 0.2; EPAC2 agonist = 7%; PLK1 PBD block = 13%; CCT chaperon mod = -3.6; PI5P4K alpha inh = -18; WRN inhibitor = ?; EPAC1 ag = -6%
# Listed for COc1cccc(-c2cc3nc(-c4ccccc4)cc(N4CCCC(O)C4)n3n2)c1 (stereo unspecified) = EPAC1 antagonist = -11%; IL-2 act = 0.8; EPAC2 agonist = 24%; PLK1 PBD block = -10%; CCT chaperon mod = -1.2; PI5P4K alpha inh = 20; WRN inhibitor = -5%; EPAC1 ag = 17%

# (next part)
# Values run as follows: EPAC1 antagonist	IL-2 act	EPAC2 agonist	PLK1 PBD block	CCT chaperon mod	PI5P4K alpha inh	WRN inhibitor	EPAC1 ag
N#C/C(=C/c1ccc(N2CCCCCC2)o1)c1ccc(F)cc1
 : 0%	3.0	-8%	?	-4.0	?	-27%	4%
Cc1cc(=O)oc2cc(NC(=O)Cc3ccccc3)ccc12
 : -5%	1.6	8%	-8%	-5.1	-14	-12%	0%
CCN(CC)S(=O)(=O)c1ccc(Cl)c(OC)c1
 : -9%	-1.6	3%	-7%	0.6	-1	-10%	4%
CC1(C(=O)NS(=O)(=O)c2ccc(F)cc2F)CCN1C(=O)C1CCCCC1 (stereo unspecified)
 : -17%	1.9	6%	-14%	1.6	4	-4%	1%
CCCCC1C2=C(CCCC2=O)OC2=C1C(=O)CCC2
 : 1%	-0.7	1%	-3%	0.5	0	4%	-11%
CCOC(=O)[C@H]1[C@H]2COc3ccc(C)cc3[C@@H]2N2C(=O)CN(Cc3ccccc3)C(=O)[C@@]12C
 : -3%	-2.5	-1%	2%	-0.7	-2	-6%	-6%
NS(=O)(=O)c1ccc(NC(=S)NC2CCCCCC2)cc1
 : -18%	-1.0	4%	19µM*	1.1	4	-14%[57.1 µM]	-15%
O=C(c1ccc(N2CCN(C(=O)c3ccccc3)CC2)cc1)c1cccc(F)c1
 : -9%	-0.6	21%	-9%	-1.1	-7	6%	17%
COc1cccc(CN2CCSCC2)c1
 : 5%	-1.1	6%	-3%	5.2	nt	2%	4%
COCc1ccc(CN2CCCC(CCC(=O)NCc3cccc(OC)c3)C2)o1 (stereo unspecified)
 : 3%	-0.5	5%	-8%	0.7	-2	6%	15%
